Bioassay records from PubChem BioAssay.
Dynein transport – blocks dynein driven cargo transport along microtubules; z-score, hits read low; 3617.4 mouse cells, GR-EGFP nuclear translocation imaging; test concentration mostly 20 µM; stimulated with dexamethasone, 1 µM; hits give low values; 0.47% of 220,000 active;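 active means plate z-score of nuclear minus cytoplasmic receptor signal below a set negative limit, without overly bright fluorescence or cell loss, cut at about -3.5 in these data, passing the limit was not always enough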;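 further: z-score of nuclear minus cytoplasmic ring GR-EGFP intensity difference per well; some compounds called inactive have numbers as strong as hits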
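Buffer or medium: tet-free, stripped-serum medium; reagent: dexamethasone at 1.0 µM final, 30 min; incubation: 48 h induction, 1 h compound, 30 min dex at 37 °C; measured by: formaldehyde fixation, Hoechst nuclear stain, 10x automated fluorescence imaging; read-out: nuclear-to-cytoplasmic GR-EGFP distribution per well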
HEK293 NOD2/NF-kB – NOD2 signaling inhibitors, cell-based, luminescence, uHTS, HEK293 (AID 1566); inhibition, % at 4 µM; hits with a dose series show EC50 in µM; 0.63% of 290,000 active; HEK293 NOD2/NF-kB luciferase reporter, luminescence; higher % means a stronger effect; in the data active means inhibition above about 50%; further: many of its hits are not listed in these tables
MT stabilize HCS – microtubule stabilization, imaging screen; AID 2205; 0.83% of 200,000 active; % tubulin-high responders, % at 10 µM; HeLa tubulin immunostaining HCS, 24 h; share of cells brighter than vehicle mean+2SD;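 active means plate Z-score above 3 for both tubulin-high and condensed-nucleus cell shares, with cell loss under 80%, at 10 µM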;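 further: anti alpha tubulin signal scored within the nucleus-defined area of each cell; some results filed as inactive read as strong as hits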
M17LAP inhibition – P. falciparum M17LAP inhibitors, primary screen, biochemical, fluorogenic H-Leu-NHMec substrate, 1536-well (AID 1619); recombinant M17LAP, H-Leu-NHMec fluorogenic kinetic assay; higher % means a stronger effect; inhibition, % at 30 µM, or IC50 in µM where a hit was titrated; 0.38% of 220,000 active;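 active means compound inhibiting the enzyme by more than half at any dose during confirmatory dose-response retesting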;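 further: plate controls were full reaction with DMSO carrier for no effect and no enzyme background for full effect; strong numbers were not always called active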
Autophagy HCS – modulators of autophagy. MEF GFP-LC3 puncta imaging; test concentration mostly 10 µM. calls only at 10 µM (by protocol). 0.98% of 190,000 active. AID 463193;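 active means percentage of spot-positive cells more than 3 SD above its plate mean, without a fluorescence outlier flag or 80% toxicity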;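 further: spot-positive cell cutoff set from DMSO-treated cells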
Ins promoter up – MIN6 insulin promoter up-regulation; MIN6 insulin promoter-GFP reporter, high-content imaging; hits give high values; 0.3% of 190,000 active; z-score at 5 µM;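 active means z-score above 3 at 5 µM with at least 500 cells counted in the well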
Yfh1-off respiration – enhancers of respiration in Yfh1-depleted yeast, dose response, Friedreich's ataxia, plus single-dose screen (AID 1465); S. cerevisiae Yfh1-off respiration, WST-1 reduction, 72 h; higher fold induction means a stronger effect; fold induction at 50 µM, or EC50 in µM where a hit was titrated; 0.074% of 220,000 active;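 active means fold induction of absorbance versus untreated yeast above a set limit, then at least 30% activation at any dose in follow-up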;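 further: activators that raise dye reduction in frataxin-depleted yeast; strong numbers were not always called active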
NOD1 NF-kB reporter – inhibition of NOD1-driven NF-kB reporter – cell-based, luminescence, uHTS, primary screen (AID 1578) | NOD1-driven NF-kB luciferase reporter cells, luminescence; higher % means a stronger effect | 1% of 290,000 active | one-dose inhibition, % at 4 µM; EC50 in µM for titrated hits; in the data active means inhibition mostly above about 36%, no sharp cut-off; inactive means mostly below about 34%;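 further: HEK-293T reporter cells stimulated with the NOD1 agonist gamma-tri-DAP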
bCat nuc transl – alters nuclear translocation of beta-catenin in HeLa cells; 0.3% of 190,000 active; immunofluorescence imaging; AID 1665; nuclear translocation activity, % at 5 µM;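 active means nuclear translocation activity above 50% at 5 µM, with a well cell count of 50 or more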;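 further: per-cell ratio of nuclear to cytoplasmic median beta-catenin stain intensity; plate controls were DMSO negative control for no effect and GSK-3 inhibitor IX positive control for full effect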
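assay system = human HeLa cells, endogenous beta-catenin | times = compound treatment 24 h, 37°C, 5% CO2 | detection = Anti-beta-catenin immunofluorescence on PFA-fixed, Triton-permeabilized cells, DAPI nuclei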
Dynein transport cytoplasmic EGFP – second read-out of Dynein transport, no call of its own (marks repeat the call); z-score; measured here: cytoplasmic GR-EGFP intensity; hits give high values
Dynein transport nuclear GR-EGFP – recorded beside Dynein transport, whose call it bears; z-score; measured here: nuclear GR-EGFP intensity;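 lower value marks the stronger effect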
Dynein transport cell count – further read-out of Dynein transport, marked with its call; z-score; measured here: cell count per field
Ins promoter up cell count – recorded beside Ins promoter up, whose call it bears; cell count; measured here: cytotoxicity, nuclei count;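 total cells summed across four imaged fields per well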
bCat nuc transl cell count 5 µM – further read-out of bCat nuc transl, marked with its call; cell count; measured here: cell count, cytotoxicity flag
MT stabilize HCS Hoechst-high % – also measured in MT stabilize HCS; calls as there; % Hoechst-high responders; measured here: nuclear condensation Hoechst responders;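 share of cells brighter than vehicle mean plus two SD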
MT stabilize HCS cytotoxicity % – further read-out of MT stabilize HCS, marked with its call; toxicity, %; measured here: cytotoxicity by cell density;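 0% = mean cell density of plate MIN control wells and 100% = no cells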
Autophagy HCS cell loss 18 h – further read-out of Autophagy HCS, marked with its call; toxicity, %; measured here: cell loss, nuclei count;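 cell loss after 18 h compound exposure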
An asterisk follows results filed as active; i = inactive; . = no result given; & = joins results of further samples.

Structure,Dynein transport,Dynein transport cytoplasmic EGFP,Dynein transport nuclear GR-EGFP,Dynein transport cell count,HEK293 NOD2/NF-kB,MT stabilize HCS,MT stabilize HCS Hoechst-high %,MT stabilize HCS cytotoxicity %,M17LAP inhibition,Autophagy HCS,Autophagy HCS cell loss 18 h,Ins promoter up,Ins promoter up cell count,Yfh1-off respiration,NOD1 NF-kB reporter,bCat nuc transl,bCat nuc transl cell count 5 µM
CCc1ccc(C(=O)NCC2COc3ccccc3O2)o1 (stereo not given),-0.66,-0.237,0.273,0.495,-19.1%,2.0,1.9,5.7,6.1%,i,51.6,1.05,1326,i,-16.9%,-1.0,905
NS(=O)(=O)c1ccc(NN=C2CCCCC2)c([N+](=O)[O-])c1,-0.349,-0.189,-0.623,0.396,1.9%,2.3,2.8,10.0,-5.2%,i,-6.9,-0.08,1339,i,-12.7%,-0.7,955
Cc1noc(C)c1COC(=O)COc1cccc2c1OC(C)(C)C2,0.128,-0.214,0.0361,0.657,6.1%,4.5,1.5,1.4,-4.8%,i,-7.6,0.3,1317,i,-3.3%,-7.3,1011
O=C(COC(=O)c1cc[n+]([O-])cc1)Nc1ccccc1Cl,-0.139,-0.38,-0.0855,0.608,9.1%,2.5,1.3,10.4,13.6%,i,-13.7,.,.,i,-7.3%,0.7,1554
Cc1cc(SCC(=O)Nc2ccccc2C)nc(C)n1,0.498,-0.237,-0.368,-0.932,15.8%,3.4,1.3,4.7,1.6%,i,0.7,-0.04,1522,i,-21.3%,2.7,1379
O=C(C1CC1)n1cc(C(=S)N2CCOCC2)c2ccccc21,0.0452,-0.213,0.165,-0.00289,5.2%,1.6,2.0,10.7,2.8%,i,-13.4,-0.3,1362,i,36.9%,0.9,1460
O=C(c1ccccc1[N+](=O)[O-])N1CC2C3C=CC(C3)C2C1 (stereo not given),-0.871,-0.279,-0.485,0.832,8.1%,2.7,2.4,7.5,-5.0%,i,3.0,1.27,1235,i,-23.0%,-0.8,1109
O=C(O)C1CSC2(c3ccc(F)cc3)CCC(=O)N12 (stereo not given),1.3,-0.21,0.349,-0.292,0.2%,4.3,2.8,9.9,25.9%,i,-6.3,0.15,1596,i,-12.4%,-0.8,1068
O=C(Cn1cc2c(n1)CCCCC2)NC1CCN(Cc2ccccc2)CC1,-0.0904,-0.16,0.0441,-0.177,-0.1%,4.2,2.7,5.0,0.6%,i,-0.2,0.33,872,i,-9.8%,.,.
COc1ccc(OCCCn2c(=O)oc3ccccc32)cc1,0.0656,-0.28,-0.601,0.111,22.7%,3.3,2.3,5.9,9.7%,i,-9.9,.,.,i,-13.1%,.,.
O=C(Cn1c(=O)oc2cc(S(=O)(=O)N3CCCC3)ccc21)N1CCN(c2ccccc2)CC1,-0.811,-0.243,-0.455,0.484,1.4%,9.1,2.6,2.7,2.3%,i,29.1,-0.4,794,i,9.3%,.,.
O=C(NC1CCCC1)C(c1cccnc1)N(C(=O)c1csnn1)C1CCCC1 (stereo not given),-0.0423,-0.219,0.373,-1.02,5.5%,3.7,2.1,3.9,4.2%,i,-6.1,.,.,i,-10.5%,-2.4,538
NC(=O)NC(=O)COC(=O)[C@H](Cc1ccccc1)NC(=O)c1cccs1,-0.151,-0.225,0.207,0.545,3.4%,3.0,1.3,23.9,1.1%,i,-1.0,0.12,1163,i,-26.7%,-1.7,1097
Clc1nssc1=Nc1ccccc1,-0.529,-0.205,-0.227,0.425,-2.1%,2.9,2.9,6.6,3.8%,i,0.8,-0.86,1042,i,-12.0%,-0.2,1070
CC(NC(=O)CCN1C(=O)c2ccccc2C1=O)c1ccc2c(c1)CCCC2 (stereo not given),0.545,-0.28,-0.107,-0.0124,1.2%,4.2,1.5,5.3,14.9%,i,-10.1,-0.2,1334,i,-46.0%,2.8,599
COCCNC(=O)c1cc(Br)ccc1Cl,0.367,-0.208,0.595,0.136,10.3%,2.4,1.5,0.0,-3.2%,i,-5.1,0.62,1238,i,-17.3%,.,.
CCOC(=O)/C(=N\Nc1ccccc1[N+](=O)[O-])c1csc(N)n1,-0.691,-0.327,0.15,1.11,-3.1%,4.6,2.0,18.4,3.6%,i,4.0,-1.6,1301,i,-34.2%,1.0,1533
CC1CCCCN1S(=O)(=O)c1coc(C(N)=O)c1 (stereo not given),0.568,-0.209,0.399,-0.196,3.3%,6.8,2.3,11.5,2.0%,i,14.2,0.22,731,i,5.6%,-1.1,1180
CCOc1ccc(S(=O)(=O)NCCN2CCOCC2)c2ccccc12,-0.723,-0.0472,-0.154,0.953,0.9%,2.3,2.4,12.1,5.5%,i,-5.9,-0.81,1264,i,-42.0%,-0.2,1397
CCNc1nc(NCC)n2c(SCC(=O)Nc3ccc(C(F)(F)F)cc3[N+](=O)[O-])nnc2n1,-0.31,-0.201,-0.17,0.213,1.4%,1.1,4.1,9.8,43.0%,i,-18.5,.,.,i,32.6%,.,.
COc1cc(OC)c(C2Oc3nc(SC)nnc3-c3ccccc3N2C(C)=O)cc1OC (stereo not given),-0.835,-0.245,-0.228,0.649,17.9%,3.1,4.2,7.0,16.9%,i,4.6,-0.07,969,i,11.7%,.,.
Cc1ccc(S(=O)(=O)N2CCN(C(=O)COC(=O)COc3ccccc3)CC2)cc1,0.978,-0.192,0.678,-0.993,1.8%,2.4,2.8,11.1,-2.4%,i,-3.0,0.14,956,i,-15.8%,1.5,1179
O=c1[nH]c(/C=C/c2ccc(OC(F)F)cc2)nc2c1cnn2-c1ccccc1,0.723,-0.337,0.866,-0.85,-70.3%,1.9,3.2,10.4,-0.3%,i,7.7,-0.55,1284,i,-39.6%,0.6,1469
CC(NS(=O)(=O)c1ccc(CCC(=O)NCC2CCCO2)cc1)c1ccccc1 (stereo not given),0.0185,-0.266,-0.375,-0.204,11.9%,4.2,1.9,5.1,-3.5%,i,2.6,.,.,i,3.1%,-1.9,1024
O=c1[nH]c(Nc2ccc3c(c2)OCCO3)nnc1Cc1ccc(Cl)cc1,1.45,-0.305,0.211,-1.14,3.5%,1.9,1.9,8.4,-1.2%,i,-2.5,0.17,1303,i,-48.5%,-1.6,1082
COc1ccc(C(=O)Nc2ccc(S(=O)(=O)NC(C)(C)C)cc2)cc1[N+](=O)[O-],0.337,-0.115,-0.0671,-1.33,-0.6%,4.1,3.1,7.8,6.5%,i,16.4,.,.,i,5.9%,0.2,1455
CC12CCC(C(=O)O)(C/C1=N\O)C2(C)C (stereo not given),0.278&0.59,-0.115&-0.0389,0.471&0.726,1.12&-1.59,7.2%&36.5%,1.6&3.0,5.6&1.6,6.8&2.6,0.0%&6.0%,i,-6.5&3.0,0.3&0.75,2030&1416,i,-7.9%&17.9%,-2.0&-2.0,1150&1329
COc1ccc(-n2cnnc2SCC(=O)Nc2cccc(S(=O)(=O)N3CCCCC3)c2)cc1,-0.625,-0.312,-0.629,0.27,2.9%,2.8,2.7,5.2,-10.8%,i,-6.7,0.12,1389,i,-29.8%,-0.3,908
O=C(OCC(=O)N1CCN(C(=O)c2ccco2)CC1)c1ccc(S(=O)(=O)N2CCCCC2)cc1,-0.127,-0.325,0.00745,-0.177,-0.6%,5.5,3.3,7.6,-13.5%,i,-6.3,0.92,1189,i,-16.4%,-4.5,898
Cc1snc(SCC(=O)N/N=C(\N)COc2ccc(F)cc2)c1C#N,-0.301,-0.183,0.281,0.439,0.9%,2.8,2.3,6.1,1.7%,i,-22.2,-0.47,1410,i,-19.0%,-1.7,1381
COC(=O)CSc1nnc(-c2ccccn2)n1Cc1ccco1,1.44,-0.263,1.51,-1.1,-20.9%,3.5,0.2,68.6,6.4%,i,0.4,.,.,.,-45.5%,3.3,526
O=C(N/N=C/c1ccc(O)cc1O)c1ccc(CN2C(=O)c3cccc4cccc2c34)cc1,-0.627,-0.328,0.178,1.33,16.2%,7.6,5.1,3.7,-0.7%,i,23.0,-3.91,736,i,-46.7%,1.2,1433
CCCCn1c(SCC(=O)Nc2ccc3c(c2)CCC3)nc2ccccc2c1=O,-0.0555,-0.297,-0.409,0.312,-27.2%,8.5,1.9,8.5,-10.7%,i,-5.6,1.1,1373,i,19.5%,.,.
O=C(C1=C(O)C(=O)N(Cc2ccco2)C1c1cccnc1)c1cc2ccccc2o1 (stereo not given),-0.45,-0.252,0.00926,-0.123,16.6%,0.5,1.6,13.1,53.3%,i,3.1,-0.61,1164,i,-11.2%,1.5,1033
CNS(=O)(=O)c1ccc(NC(=O)c2ccc(Cl)cc2Cl)cc1,-0.416,-0.276,-0.459,0.241,-0.5%,4.2,2.4,0.5,-5.4%,i,13.5,-0.41,1357,i,-17.4%,.,.
COc1cc(/C=N/NC(=O)c2ccc(COc3ccccc3Cl)o2)cc(Br)c1O,-0.585,-0.254,-0.653,0.495,-1.3%,2.5,2.6,2.7,-0.9%,i,0.2,-0.91,1218,i,-24.8%,-1.8,568

These rows are one share of the data; the hit share may differ from the screen's.
